# Assay outcomes deposited in PubChem by Broad Institute.
# PAX8 inh HTS: inhibitors of PAX8-driven TPO luciferase reporter, primary screen, RMG-I cells, single concentration | SteadyGlo, 24 h | inhibition, % at 12.6 µM | 360,000 tested, 1.2% active;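 active = mean replicate inhibition at least 60% with every replicate also reaching 60%; inconclusive = only one of the two criteria is met; inactive = mean below 60% and not all replicates reaching 60%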;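 note: luciferase light reporting Pax8 driven TPO promoter activity; plate controls were median of neutral control wells for no effect and mitoxantrone controls for full effect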
# EWS-Fli block: EWS/Fli-driven NR0B1 reporter inhibitors, primary screen, A673 cells, NR0B1 luciferase, luminescence, MLPCN library; viability-normalised; inhibition, % at 12.6 µM; 350,000 tested, 0.67% active; AID 651661, 2012;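 active = mean inhibition of at least 50% after viability correction, with every replicate also passing that limit; inconclusive = mean reaches 50% but only one of two replicates passes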;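 note: firefly luciferase signal divided by Alamar Blue viability fluorescence both relative to DMSO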
# DENV2 CPE rescue: inhibitors of DENV2 cytopathic effect, primary screen, cell-based, plate reader, single concentration. 350,000 tested, 1.7% active. CPE inhibition, % at 9.99 µM. DENV2-infected cells, cytopathic effect rescue. AID 651640, 2012; in the data active = CPE inhibition above about 20%, passing the limit was not always enough; inconclusive = no clear call, values can overlap the other calls; tested in BHK-21 cells;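 note: 0% = median of neutral control wells and 100% = median of positive control wells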
# INS-1E GSIS act: GLuc luminescence reporter in INS-1E cells, primary screen for activators of glucose-dependent secretion of insulin. INS-1E GLuc reporter insulin secretion, 2-3 h. activation, % at 16.6 µM. 370,000 tested, 0.61% active;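 active = lowest replicate activation of at least 40%, so every replicate reaches that level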;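 note: 0% = median of neutral control wells and 100% = median of IBMX positive control wells; some compounds called inactive have numbers as strong as hits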
# ARNT-TACC3 inh: disruptors of ARNT/TACC3 protein interaction, primary screen, biochemical, AlphaScreen, single concentration; Transforming acidic coiled-coil-containing protein 3 (Homo sapiens), Q9Y6A5; AlphaScreen His-ARNT PAS-B/GST-TACC3 binding, luminescence; TACC3 fragment carries E629A point mutation; inhibition, % at 9.99 µM; 390,000 tested, 0.66% active; AID 623870, 2012;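 active = mean inhibition of replicates at least 50% and at least half of replicates each reaching 50%; inconclusive = half or more replicates reach 50% but mean below 50%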;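 note: 0% = complete ARNT plus TACC3 wells and 100% = ARNT alone without TACC3; many hits fall short of the cut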
# ERp5 block: inhibitors of ERp5-driven insulin aggregation, primary screen, biochemical, turbidity, absorbance 650 nm, single point. 90 min. Protein disulfide-isomerase A6 (Homo sapiens), Q15084. 350,000 tested, 0.05% active. inhibition, % at 9.99 µM. AID 651711, 2012;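 active = mean replicate inhibition above about 25%, with every replicate also reaching it, limit read from the data, passing the limit was not always enough; inconclusive = only one of those two criteria met; inactive = neither criterion met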
# Target sequence (Q15084 whole entry, looked up): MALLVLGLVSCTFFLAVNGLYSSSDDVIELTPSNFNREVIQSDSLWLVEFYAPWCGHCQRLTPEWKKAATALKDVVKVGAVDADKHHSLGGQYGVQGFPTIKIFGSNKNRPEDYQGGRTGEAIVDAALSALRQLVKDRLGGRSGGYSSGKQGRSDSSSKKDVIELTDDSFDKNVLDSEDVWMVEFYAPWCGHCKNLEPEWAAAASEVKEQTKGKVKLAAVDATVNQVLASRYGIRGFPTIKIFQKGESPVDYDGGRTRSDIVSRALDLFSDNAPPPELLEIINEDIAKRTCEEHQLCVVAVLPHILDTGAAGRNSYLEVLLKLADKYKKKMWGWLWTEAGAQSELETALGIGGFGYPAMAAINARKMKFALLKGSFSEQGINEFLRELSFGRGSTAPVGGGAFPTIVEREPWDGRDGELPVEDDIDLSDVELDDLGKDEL
# CFTR F508del cor: F508del CFTR correction, initial screen, CFBE line, single point; CFBE cells, YFP halide quenching; stimulated with forskolin plus potentiator P3; % fluorescence drop versus neutral controls; activity (quench increase), % at 7.58 µM; 350,000 tested, 0.36% active; AID 720511, 2013;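 active = mean added fluorescence quench of at least 8% versus neutral control, with both replicates also reaching 8%; inconclusive = only one of the mean or replicate conditions met; inactive = mean below 8% and not both replicates reaching 8%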;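 note: cells transiently co-express mutant CFTR-F508del with the halide-sensitive YFP; corrector assay measuring rescue of mutant channel to the surface after 24 h compound exposure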
# XiGFP reactiv: activators of inactive X chromosome reactivation, primary screen, imaging, XiGFP fibroblasts, GFP high-content imaging, set 2; AID 743238, 2013; 360,000 tested, 0.055% active; XiGFP mouse fibroblasts, % GFP-positive cells imaging, 3 d; cells co-treated with 5-aza-dC sensitizer; scaled so ellipticine positive control = 100%; activation, % at 7.58 µM;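 active = mean normalized replicate activation at least 10% and every replicate at or above 10%; inconclusive = only one of the two criteria met; inactive = mean below 10% and not all replicates reach 10%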;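 note: 0% = median of on-plate neutral control wells and 100% = ellipticine 6 µM median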
#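 System: 68-5-11 XiGFP fibroblast line; Timing: 3 days compound exposure; Compound dosing: one concentration, pinned; Benchmarks: positive control ellipticine, 6 µM final; Buffer or medium: DMEM containing 5-aza-dC.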
# Active calls of the source: *; ? = inconclusive; . = not tested or not shown; & = joins results of further samples.
SMILES,PAX8 inh HTS,EWS-Fli block,DENV2 CPE rescue,INS-1E GSIS act,ARNT-TACC3 inh,ERp5 block,CFTR F508del cor,XiGFP reactiv
Cc1onc(-c2c(Cl)cccc2Cl)c1C(=O)NC1C(=O)N2C1SC(C)(C)C2C(=O)O (stereo not drawn),0,12,7,-13,-1,0,0.9,0.1
CCS(=O)(=O)c1ccc2oc(=O)c(/C=C(\O)c3ccc(Cl)cc3)nc2c1,4,3,-3,12,4,4,0.1,0.0
CN(C)CCCNC(=O)C[C@@H]1CC[C@H]2[C@H](COc3ccc(NC(=O)NC4CCCC4)cc3C(=O)N2C)O1,-55,-36,16,18,-13,-5,-2.8,0.4
CC1=C(C(=O)N(C)C)CC(CC(=O)NCc2cccc3ccccc23)C(=O)N1CCCN1CCCC1=O (stereo not drawn),2,-4,7,8,.,-2,8.3*,0.1
COc1ccc(NC(=O)/C=C/c2ccccc2[N+](=O)[O-])c(OC)c1,-29,-6,5,7,-3,-3,.,0.0
Cc1cc(C(=O)N2CCN(Cc3ccc4c(c3)OCO4)CC2)on1,9,0,6,5,-5,9,1.2,0.0
COc1ccc(CN2CCN(C(=O)c3ccccc3C(=O)c3ccccc3)CC2)cc1F,14,7,3,.,.,7,4.7,0.4
CC(Sc1ncnc2sccc12)C(=O)Nc1ccc(C(N)=O)cc1 (stereo not drawn),1,-7,18,3,-1,-10,-0.6,0.1
COCC(=O)N1CCCCN2[C@@H](CO)[C@H](c3ccc(-c4ccc(OC)cc4)cc3)[C@@H]2C1,0,.,4,-4,-7,0,0.0,0.3
CCOCCCn1c(SCC(=O)Nc2ccc(NC(C)=O)cc2)nc2ccccc2c1=O,-21,10,0,-1,-9,1,-1.1,0.0
Cc1ccc(C)c(C(C)NC(=S)NC2CCCCC2)c1 (stereo not drawn),23,5,-2,18,3,-12,0.0,0.3
O=C(CCCCCNC(=O)N1CCn2c1nc1ccccc12)N[C@@H](C(=O)O)c1ccccc1,.,2,-9,-3,15,1,2.7,.
CCc1nc(NCCO)c(C#N)c2c1CSC(C)(C)C2,8,3,0,-5,5,0,0.9,-0.1
CCCN1C[C@H](C)[C@H](OC)CN(C)C(=O)c2cc(NS(=O)(=O)CC)ccc2OC[C@@H]1C,.,2,-8,-5,-1,-2,-0.5,0.4
CC1(C)CC(=O)C2=C(C1)N(c1ccc(F)cc1)C(=O)CC2c1ccsc1 (stereo not drawn),-1,-1,2,-9,-6,-1,2.7,0.0
O=C(C[C@@H]1CC[C@H]2NC[C@@H](O)COC[C@@H]2O1)NCc1ccc2c(c1)OCO2,21,11,5,2,-18,.,-0.6,0.0
O=c1cc(-c2ccccc2)c2c(O)cc(O)cc2o1,-38,10,-5,-4,4,-2,-1.2,0.1
COc1ccc2c(c1)NC(C)(C)C=C2C,6,6,12,4,-3,-5,3.3,0.0
C=CCNC(=O)/C(C#N)=C/c1ccc(C(=O)O)cc1,-7,-2,13,-2,-1,-5,0.6,0.4
C#CCNC(=O)C[C@@H]1C[C@@]2(C(=O)OCC)CCCC=C2N(CCCCCCCC)C1=O,-11,0,0,-17,.,-1,3.2,0.0
Cc1ccc(S(=O)(=O)CCC(=O)OCC(=O)NC(C)c2ccccc2)cc1 (stereo not drawn),4,-7,5,.,-2,3,-2.2,0.1
CCOC(=O)/C(C#N)=N/Nc1ccc(S(=O)(=O)N2CCc3ccccc32)cc1,15,.,.,-48,-5,.,.,0.2
O=C(OC(c1ccccc1)c1nccc2ccccc12)c1ccccc1 (stereo not drawn),-132,-28,1,.,-4,-4,-0.7,0.2
Cc1ccc(NC(=O)COC(=O)COc2ccc3ccc(=O)oc3c2)cc1[N+](=O)[O-],-20,-4,-1,-3,.,-3,-0.8,0.2
Cc1ccc(NC(=O)CN(C)C(=O)c2ccc(Cl)c([N+](=O)[O-])c2)cc1,33,4,1,-35,2,12,.,0.0
# New compounds follow
SMILES,PAX8 inh HTS,EWS-Fli block,DENV2 CPE rescue,INS-1E GSIS act,ARNT-TACC3 inh,ERp5 block,CFTR F508del cor,XiGFP reactiv
CC(C)Nc1nc(Nc2ccc(F)cc2)c2sccc2n1,-10,5,-6,.,.,0,3.0,0.1
COc1ccc2c3c([nH]c2c1)[C@H](CO)N(Cc1ccccc1OC)CC31CN(S(C)(=O)=O)C1,.,3,?,6,.,.,1.6,0.3
CCN(CC)CCCNC(=O)c1cc(-c2ccccc2)c(N2CCCCC2)s1,0,29,-5,-2,4,2,4.2,0.1
CCOc1ccc(C(O)(c2ccccc2OC)C(CN2CCCC2)c2ccccc2)cc1 (stereo not drawn),9,11,-6,.,1,-2,.,-0.1
COc1c(Cl)cc(Cl)cc1CNCCNCC(C)O (stereo not drawn),.,.,-1,3,20,1,.,.
CNC[C@@H]1Oc2cc(Br)ccc2S(=O)(=O)N([C@@H](C)CO)C[C@@H]1C,-8&-11,0&-10&-6,15&6&-5,9&0,0&19,6&3,1.0&-0.5&-1.8,-0.1&0.4
CS(=O)(=O)Nc1ccc2c(c1)[C@H]1C[C@H](CC(=O)NCc3ccc(Cl)cc3)O[C@@H](CO)[C@H]1O2,-9,-6,-2,-2,-2,-5,-0.4,0.6
Cn1nccc1C(=O)Nc1ccc(Cl)cc1,.,-64,3,4,-1,-10,-0.4,.
CCOC(=O)[C@]12CCC=C1N(Cc1ccco1)C(=O)[C@H](CC(=O)NCc1cccs1)C2,-17,-5,0,32,.,-3,0.0,0.2
Cn1c(=O)c(-c2cccc(Cl)c2)c(O)c2ccccc21,-29,-4,-3,.,-2,.,1.8,0.0
O=C(COC(=O)COc1ccccc1)NCc1ccccc1,8,8,19,-10,-11,2,-0.3,0.0
COc1ccc(S(=O)(=O)N(C)C[C@H]2OCCCC[C@H](C)Oc3ccc(NC(=O)C4CCCCC4)cc3C(=O)N([C@@H](C)CO)C[C@@H]2C)cc1,19,-13,6,-3,9,-6,-6.1,-0.1
COc1ccc(N(CC(=O)NCC2CCCO2)C(=O)CCC(=O)Nc2cc(C)on2)cc1OC (stereo not drawn),7,-8,-2,7,-2,3,-3.2,0.2
O=C(c1ccc(-n2cccn2)cc1)N1CCc2c([nH]c3ccccc23)C1c1ccccn1 (stereo not drawn),-1,15,-7,-21,1,4,-1.7,0.1
Cc1ccc(S(=O)(=O)Nc2ccc3c(c2)C(=O)N([C@H](C)CO)C[C@H](C)[C@H](CN(C)C(=O)Nc2cccc4ccccc24)OCCCC[C@@H](C)O3)cc1,44&-6,34&19,0&-3,3&27,6,5&-6,-1.0&0.2,0.5&0.0
C[C@@H]1CN([C@H](C)CO)C(=O)c2cccc(NS(=O)(=O)c3ccccc3)c2O[C@@H]1CN(C)C(=O)Nc1ccc2c(c1)OCO2,.,-25,?,19,-7,-4,-0.9,-0.2
CCN(CC(=O)Nc1c(F)cccc1F)C(=O)C1CCN(S(=O)(=O)c2ccccc2C(=O)OC)CC1,-11,-1,0,30,7,0,-0.2,0.1
OC(CNc1nc(-c2cccnc2)nc2ccccc12)c1ccccc1 (stereo not drawn),37,14,4,40,17,0,3.7,0.0
O=C(Cc1cccs1)N[C@@H]1c2ccccc2CC[C@H]1OCc1ccccc1,-11,4,-7,-9,-2,-7,-1.7,-0.1
Cc1ccnc2c(N3C(=O)C4C5C=CC(C5)C4(C)C3=O)cccc12 (stereo not drawn),1,-2,?,5,.,-2,1.3,0.0
Cc1ccc(-c2cnc(-c3ccccc3C(=O)O)o2)cc1,-68,-30,1,-12,3,0,-0.4,-0.1
CC(CNS(=O)(=O)c1ccccc1)(c1ccccc1)N1CCOCC1 (stereo not drawn),-5,12,-8,6,0,-5,2.0,0.2
COc1ccc(S(=O)(=O)Nc2ccc3c(c2)CC(=O)N([C@@H](C)CO)C[C@@H](C)[C@@H](CN(C)C(=O)NC2CCCCC2)O3)cc1,-26,12,2,-2,-1,-1,0.4,0.3
Cc1ccc(-c2noc(C3CCCN(C(=O)c4ccccc4Br)C3)n2)cc1 (stereo not drawn),-2,-30,-8,-51,.,-3,0.4,-0.1
C/C=C/c1ccc([C@H]2[C@@H](CO)N(C(C)=O)[C@@H]2CNC(=O)c2ccncc2)cc1,2,-4,6,11,-4,-2,-1.3,0.0
# New compounds follow
SMILES,PAX8 inh HTS,EWS-Fli block,DENV2 CPE rescue,INS-1E GSIS act,ARNT-TACC3 inh,ERp5 block,CFTR F508del cor,XiGFP reactiv
c1ccc2c(c1)CC1(CCCC1)N=C2N1CCOCC1,10,-2,1,7,-4,-1,1.8,0.0
O=C1CNC[C@@H]2[C@@H](c3ccc(C#Cc4cccnc4)cc3)[C@@H](CO)N12,-78,-22,-2,4,.,-9,2.3,0.5
CO[C@@H]1CC[C@H]2CCOc3ccc(C#N)cc3C(=O)N(C)C[C@H](c3ccccc3)CC(=O)N(C)C[C@@H]1O2,8,-4,.,8,.,.,.,0.0
Fc1cccc(CSc2nnc3ccc(-c4ccncc4)nn23)c1,19,0,-2,13,37,0,-0.2,0.0
CN(C(=O)CCc1nnc(CCCCc2ccccc2)o1)C1CCOCC1,19,-1,-1,-7,1,-1,-1.4,0.0
COc1cc(CN(C2CCCCC2)S(=O)(=O)c2ccc(S(=O)(=O)N(C)C3CCCCC3)cc2)cc(OC)c1OC,3,.,.,2,-2,.,.,0.2
Cc1cc(C(=O)N2CCCC(C(=O)c3ccc4ccccc4c3)C2)n(C)n1 (stereo not drawn),1,-1,7,-16,-2,?,-1.1,0.0
CC1(N(O)C=C2C=CC(=O)C=C2)CCCCC1=O (stereo not drawn),-23,-6,-4,15,-1,6,1.2,-0.1
Cc1cccc(C(=O)N[C@H](C(=O)Nc2cc(S(=O)(=O)N3CCCCC3)ccc2C)C(C)C)c1,8,9,-1,.,4,-2,.,-0.1
O=C(O)COc1ccccc1/C=N/NC(=O)c1cccc(S(=O)(=O)N2CCOCC2)c1,12,-1,4,0,-2,0,0.2,0.2
CCN(CC)CCNC(=O)c1cc2c(-c3cccc(OC)c3)nn(C)c2s1,-11,3,-2,20,.,-2,2.7,0.0
CCC(=O)N1[C@H](C(=O)N2CCCCC2)[C@@H](CO)[C@@H]2Cn3c(cccc3=O)[C@@H]21,.,1,-7,6,-3,-3,.,0.1
C[C@@H]1CN([C@@H](C)CO)C(=O)c2cc(-c3cccc(C(=O)N(C)C)c3)cnc2O[C@@H]1CN(C)C,.,-13,9,10,-15,-11,0.2,-0.7
CC(OC(=O)c1cc2ccccc2[nH]1)C(=O)N(C)c1ccccc1 (stereo not drawn),8,-6,0,9,0,1,-2.2,0.5
CO[C@H]1CN(C)C(=O)c2cc(NS(C)(=O)=O)ccc2OC[C@H](C)N(CCC(F)(F)F)C[C@H]1C,.,2,-2,9,-5,-1,2.8,-0.4
C[C@@H]1CN([C@H](C)CO)C(=O)Cc2cc(NC(=O)CCCCCC(=O)Nc3ccccc3N)ccc2O[C@H]1CN(C)C(=O)Nc1ccc2c(c1)OCO2,33,-6,-1,7,14,15,0.7,0.0
